High-throughput results: PubChem BioAssay, several laboratories
FLuc stim CS = FLuc activators, initial screening, artefact control for FLuc-dependent activation tests, biochemical, ATPlite luminescence; AID 1027, 2008; activation factor at 10 µM; 200,000 tested, under 10 active; ATPlite luciferase biochemical, 10 min; 0 = ATP-free wells, 1 = DMSO control;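 active = luciferase activation factor, scaled between plate controls, of at least 2 with compound at 10 µM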
Target sequence (P08659 whole entry, looked up): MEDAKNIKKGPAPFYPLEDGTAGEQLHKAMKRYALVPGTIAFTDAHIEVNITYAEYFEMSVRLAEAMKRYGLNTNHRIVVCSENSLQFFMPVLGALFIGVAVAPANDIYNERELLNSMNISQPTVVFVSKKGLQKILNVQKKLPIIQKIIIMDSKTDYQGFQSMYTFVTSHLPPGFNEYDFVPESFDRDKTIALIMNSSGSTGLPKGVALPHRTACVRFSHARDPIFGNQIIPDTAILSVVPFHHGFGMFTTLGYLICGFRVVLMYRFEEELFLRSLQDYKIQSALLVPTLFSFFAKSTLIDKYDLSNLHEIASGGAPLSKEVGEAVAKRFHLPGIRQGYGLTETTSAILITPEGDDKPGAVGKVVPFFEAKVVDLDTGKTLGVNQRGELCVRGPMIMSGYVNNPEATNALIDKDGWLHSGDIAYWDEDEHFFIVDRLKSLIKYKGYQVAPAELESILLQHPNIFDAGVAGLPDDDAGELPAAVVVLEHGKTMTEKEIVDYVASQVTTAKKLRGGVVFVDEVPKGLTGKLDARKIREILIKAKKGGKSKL
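Assay system: Luciferase/luciferin detection reagent, cell-free biochemical luciferase assay / Read-out: luciferase activation / Benchmarks: No-ATP low control, compound-free enzyme-plus-ATP high control / Medium: PBS buffer for ATP / Detection: luminescence measurement of luciferase light output / Schedule: 10 min at ambient temperature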
Diaph act CS = compounds boosting diaphorase resazurin reduction – biochemical, uHTS, resorufin fluorescence, counter-screen for diaphorase-coupled primary assays, primary screen; Diaphorase/resazurin coupled assay, 16 min; active compounds read high; 1 = vehicle wells, 0 = NADH-free wells; activation factor at 20 µM; 0.005% of 190,000 active;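 active = diaphorase activity raised at least twofold by the compound at 20 µM; inactive = activation factor below 2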
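Material: bacterial diaphorase enzyme (C. kluyveri); amount: enzyme 0.07 U/mL final; reagent: NADH substrate 0.114 mM plus resazurin dye 0.1 mM, final; doses: single compound dose of 20 µM, 1% DMSO final; timing: 16 min enzyme reaction, ambient temperature; measured by: fluorescence of resorufin, 544 nm excitation, 590 nm emission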
Diaph inh CS = diaphorase inhibitors and chemical oxidizers, primary screen, counter-screen for diaphorase-coupled primary assays, biochemical, uHTS, resorufin fluorescence; diaphorase resazurin-to-resorufin fluorescence, NADH, 16 min; bacterial (C. kluyveri) enzyme, not human; inhibition, % at 20 µM; 0.69% of 190,000 active;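 active = primary screen inhibition at 20 µM above a set limit, cut at about 50% in these data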;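 note: plate controls were DMSO with full reaction for no effect and wells lacking NADH for full effect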
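Assay system: diaphorase enzyme from Clostridium kluyveri. Quantity: enzyme working solution with 0.14 U/mL diaphorase. Schedule: reaction incubation of 16 min at room temperature. Technique: resorufin fluorescence, excitation 544 nm, emission 590 nm. Controls: No-NADH positive control and DMSO neutral control.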
APP 5'UTR act = activators of APP 5'UTR luciferase reporter, primary screen, SH-SY5Y cells; 1% of 190,000 active; SH-SY5Y APP 5'UTR luciferase reporter, luminescence; zero percent = DMSO vehicle wells; activation, % at 2 µM;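 active = activation above a set limit, based on mean plus 3 SD of controls, cut at about 140% in these data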; note: values of inactives mirror those of a sister screen read the other way
G6PDH CS = L. mesenteroides G6PDH inhibitors, counter-screen for G6PDH-coupled screening assays, biochemical, Leuconostoc mesenteroides enzyme; glucose-6-phosphate dehydrogenase [Leuconostoc mesenteroides]; Purified L. mesenteroides G6PDH, diaphorase/resazurin coupled fluorescence, 45 min; inhibition, % at 5 µM; 0.12% of 200,000 active; AID 1020, 2008; in the data active = inhibition above about 50%
TLR4-MyD88 BLA = inhibitors of TLR4-MyD88 association in cells, primary screen, cell-based, HeLa CL3-4, BLA complementation, FRET ratio | Toll-like receptor 4 (Homo sapiens) + Myeloid differentiation primary response protein … | HeLa CL3-4 TLR4/MyD88 BLA complementation | inhibition, % at 8.4 µM | 0.18% of 200,000 active | AID 861, 2007; in the data active = inhibition above about 25%;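 note: 0% = vehicle and 100% = reference inhibitor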
APP transl inh = inhibitors of APP translation via 5'UTR reporter, primary screen, APP 5'UTR luciferase, SH-SY5Y cells | SH-SY5Y APP 5'UTR-luciferase reporter, luminescence | inhibition, % at 2 µM | 0.82% of 190,000 active;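 active = inhibition above a set limit, derived from the sample mean plus 3 SD, cut at about 45% in these data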; note: values of inactives mirror those of a sister screen read the other way
STAT1 activator = STAT1 signaling activators, primary screen, cell-based, HTS, luciferase reporter; NIH 3T3 STAT1-luciferase reporter, IFN-gamma, luminescence; 100% = IFN-gamma alone, no compound; activation (% of control), % at 5.5 µM; 2.6% of 200,000 active; AID 932, 2007;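 active = activation above the screen-wide mean activation plus 3 SD, cut at about 130% in these data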;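 note: raw ratio to IFN-gamma control signal so 100% means no change and 0% no light; values of inactives mirror those of a sister screen read the other way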
FLuc inhib CS = firefly luciferase enzyme inhibitors, primary screen, artefact control for luciferase-based inhibitor screens, biochemical, luminescence, ATPLite; inhibition, % at 10 µM; 1.5% of 200,000 active; 10 min;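 active = inhibition above about 50% when tested at 10 µM, limit read from the data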
NF-kB neuron act = activators of NF-kB expression in neurons, primary screen, cell-based, HTS; human neuronal cells, NF-kB reporter expression; active compounds read high; fold change at 12.5 µM; 1.6% of 190,000 active; AID 1239, 2008; in the data active = fold change above about 3.3
* marks the source's active call; other numbers are inactive results; · = not tested or not shown.

SMILES	FLuc stim CS	Diaph act CS	Diaph inh CS	APP 5'UTR act	G6PDH CS	TLR4-MyD88 BLA	APP transl inh	STAT1 activator	FLuc inhib CS	NF-kB neuron act
COc1ccccc1-n1cc(CN2CCN(C3CCCC3)C(CCO)C2)cn1 (stereo not drawn)	1.1	0.9	14	-4	5	-2	4	105	-5	1.1
CC(=O)c1ccc(NC(=O)C(C)N(C)CC(=O)Nc2cccc(F)c2)cc1 (stereo not drawn)	1	1	0	0	3	4	0	81	0	1.1
CCN(CC)S(=O)(=O)c1ccc(N=NC2=C(O)CCCC2=O)cc1	1.1	1	3	2	-7	0	-2	94	-5	0.88
CCN(C#N)c1nc(NC(C)C)nc(NC(C)C)n1	1.1	1	5	10	-5	-3	-10	103	-10	0.95
CCOc1ccc(-c2nnc(-c3cccs3)o2)cc1OCC	1	1	1	62	7	-2	-62	124	4	2.1
O=C(NCC1CC1)[C@@H]1C[C@H]1[C@@H](NP(=O)(c1ccccc1)c1ccccc1)c1ccccc1	1	1	3	-8	16	-7	8	100	1	1
CCc1nnc(NC(=O)CSc2nc3[nH]ncc3c(=O)[nH]2)s1	1	1	5	3	4	2	-3	98	-2	1.3
CN(C)/C=C(\C=O)c1cccc(Cl)c1	1.1	1	1	12	11	-5	-12	92	-10	1.1
Cc1c(NC(=O)/C(C#N)=C/c2c(Oc3ccccc3)nc3ccccn3c2=O)c(=O)n(-c2ccccc2)n1C	1	1	-4	-7	-1	-14	7	103	-5	1.3
Cc1ccc2c(c1)C(c1ccncc1)=NNC(c1ccccc1)=N2	0.8	0.9	9	18	13	3	-18	127	23	2.2
Cc1ccc(-c2nnc(SCC(=O)NNC(=O)COc3cccc(C)c3)n2C)cc1	1	0.9	11	10	5	-1	-10	96	-4	0.99
NC(=O)c1sc2nc3c(c(-c4ccccc4)c2c1N)CCC3	1	0.6	37	-16	10	-3	16	92	-1	0.85
CCCCSc1nnc(-c2ccc(NC(=O)CC)cc2)n1C	1.1	0.9	10	-3	-1	-4	3	106	-7	1.6
CC(C)C1NC(=S)N(Cc2ccccc2)C1=O (stereo not drawn)	1	0.9	12	-1	2	3	0	103	-5	1.2
COc1ccc(S(=O)(=O)Cc2ccc(C(=O)NCCCN3CCc4ccccc4C3)o2)cc1	1	0.9	6	3	1	2	-3	98	-5	0.86
C[C@]12C=CC(=O)C=C1CC[C@@H]1[C@@H]2[C@@H](O)C[C@@]2(C)[C@H]1CC[C@]2(O)C(=O)COC(=O)CCC(=O)O	1.1	0.9	10	69	14	-15	-70	113	-8	0.38
O=C(CCn1c(=O)sc2ccccc21)NCCC1=CCCCC1	1	1	1	·	7	·	·	·	-2	1.4
Cc1nnc(SCC(=O)N(C)CC(=O)Nc2ccc(F)cc2)n1Cc1ccccc1	0.9	1.1	-8	17	-2	3	-17	92	6	1.1
CC1(C)N=C(/C=N/O)CN1O	1	0.9	8	7	2	1	-7	92	-3	1.1
CCOCCCNC(=O)C1CCCCN1S(=O)(=O)c1ccc(F)cc1 (stereo not drawn)	1	0.8	16	6	6	5	-6	101	-5	1
Cc1c(Cl)ccc2sc(NC(=O)CN3C(=O)c4ccccc4C3=O)nc12	1	0.9	7	12	13	-1	-12	99	-3	1.4
O=[N+]([O-])c1cc(-c2nnc(-c3ccccc3)o2)ccc1Oc1ccc(Cl)cc1	1.1	0.9	7	26	6	-2	-26	125	-7	1.2
Cn1ncc2c1ncn1nc(COc3ccc4ccccc4c3)nc21	1	1.1	-7	-7	4	6	7	104	1	0.9
Cn1c(OCc2ccco2)nc2c1c(=O)n(Cc1ccc(Cl)c(Cl)c1)c(=O)n2C	1	0.8	20	12	-17	6	-12	102	-5	1
Cn1c2c(c(=O)n(C)c1=O)C(NC(=O)C(C)(C)C)(C(F)(F)F)C(=O)N2 (stereo not drawn)	1	1.1	-9	-3	5	-5	3	102	-1	1.3
O=C1NC(NS(=O)(=O)c2ccccc2)(C(F)(F)F)C(=O)N1c1ccc(F)cc1 (stereo not drawn)	1	1	0	-3	13	6	3	100	0	0.97
Cc1ccc(N=Nc2ccc(O)c3ncccc23)cc1	1	0.9	5	-78	4	-1	78*	103	-2	1
COc1ccc(NC(=O)C(c2ccc(C)cc2)N(C)C(=O)CC2NC(=O)NC2=O)cc1 (stereo not drawn)	1	0.9	6	0	1	9	0	98	1	1
Cc1c(NC(=O)CCC(=O)N2CCOCC2)c(=O)n(-c2ccccc2)n1C	1.1	0.9	11	-5	1	9	5	95	-6	1.1
COc1ccc(Cl)cc1S(=O)(=O)N1CCN(c2ccc(F)cc2)CC1	1	0.7	30	-8	-14	6	8	98	-1	1.1

Looked up one by one from above:
SMILES	FLuc stim CS	Diaph act CS	Diaph inh CS	APP 5'UTR act	G6PDH CS	TLR4-MyD88 BLA	APP transl inh	STAT1 activator	FLuc inhib CS	NF-kB neuron act
C[C@]12C=CC(=O)C=C1CC[C@@H]1[C@@H]2[C@@H](O)C[C@@]2(C)[C@H]1CC[C@]2(O)C(=O)COC(=O)CCC(=O)O	1.1	0.9	10	69	14	-15	-70	113	-8	0.38
O=C(CCn1c(=O)sc2ccccc21)NCCC1=CCCCC1	1	1	1	·	7	·	·	·	-2	1.4

The list continues.
SMILES	FLuc stim CS	Diaph act CS	Diaph inh CS	APP 5'UTR act	G6PDH CS	TLR4-MyD88 BLA	APP transl inh	STAT1 activator	FLuc inhib CS	NF-kB neuron act
CCCCC(c1nnnn1CCOC)N1CCN(Cc2ccccc2)CC1 (stereo not drawn)	1.1	0.9	11	-10	5	2	10	102	-7	1.2
O=C(CSc1ncn[nH]1)CSc1ncn[nH]1	1	0.9	12	-9	5	-5	9	100	-2	1.1
Cc1cccc(NC(=O)C2C3CCC4C(CCC32)C4(Cl)Cl)c1 (stereo not drawn)	1.1	0.9	8	7	-3	0	-7	106	-7	1.2
COc1ccc(-c2nnc3sc(CCN4C(=O)c5ccccc5C4=O)nn23)cc1	1	0.7	31	5	-3	1	-5	89	-4	1
O=C(CCc1nc(-c2ccccc2)no1)N1CCCC1	1.1	0.9	7	10	3	14	-10	118	-7	1.4
CCCC(=O)Nc1cc(S(=O)(=O)N(CC)CC)ccc1Cl	1	1	4	-9	12	-1	9	97	1	0.99
COc1ccc(-n2c(SCC3OCCO3)nc3c(sc(=S)n3-c3ccccc3)c2=O)cc1OC	1.1	0.8	21	-2	12	1	2	103	-9	0.85
O=C(NCCc1ccccc1)C1c2ccccc2C(=O)N1Cc1cccs1 (stereo not drawn)	1	1.1	-7	-13	6	-4	13	97	-4	1.2
CCOC(=O)c1sc2ncnc(N3CCN(c4ccc(OC)cc4)CC3)c2c1C	1.1	0.8	17	17	2	4	-17	107	-5	1
Cc1ccc(S(=O)(=O)N(C)C)cc1-n1c(SCC(=O)N(C)C)nc2ccccc2c1=O	1.1	1	2	19	-1	1	-19	92	-8	0.95
CCC(=O)Nc1ccc2nc(C3CC3)n(Cc3ccccc3)c(=O)c2c1	1	1	4	1	0	8	-1	115	-1	1.7
O=C(c1ccc(-c2ccccc2)cc1)C1CCCN(Cc2ccncc2)C1 (stereo not drawn)	1	1.1	-9	-1	15	-6	1	86	-1	·
CCOc1ccc(/C=C2/C(=O)N(c3ccc(OC)cc3)C(=S)N2CC(=O)OC)cc1OCC	1.1	0.7	31	-5	2	10	5	105	-7	1.8
O=C1CC(c2ccco2)CC2=C1C1c3ccccc3C(=O)N1c1ccccc1N2 (stereo not drawn)	1	0.9	11	19	2	-19	-19	101	-2	8.4*
CN1C(=O)C2(c3ccccc31)C1CCCC=C1C(C#N)=C(N)C2(C#N)C#N (stereo not drawn)	1	0.9	14	12	12	-11	-12	101	-4	0.97
Cc1ccc(CCNC(=O)c2nnn(-c3cccc(C)c3)c2N)cc1	1	0.9	5	8	14	0	-8	112	-3	0.94
O=C1N=C(c2ccccc2)C(c2ccccc2)N1 (stereo not drawn)	1.1	0.9	12	-10	-4	1	10	93	-5	0.88
C=CCNC(=S)NNC(=O)C(CCCC)CC(C)O (stereo not drawn)	1.1	0.9	12	-14	-2	9	14	108	-10	1.3
CCOc1ccc(-n2nc3c(Cl)nnc(C)c3c2C)cc1	1	1	5	-12	1	-1	12	95	-3	0.84
CCOC(=O)N1CCC(N(CCOC)C(=O)Nc2ccc(C)c(C)c2)CC1	1	1	-1	1	2	5	-1	97	-4	1.2
CCOC(=O)C1CCCN(C(=O)/C=C/c2ccc(Cl)cc2)C1 (stereo not drawn)	1	0.7	29	8	2	-3	-8	100	-3	1.3
O=C(CSc1nc2ccccc2c2nc3ccccc3n12)NCc1ccco1	1	0.9	7	-10	0	-8	10	106	-3	1.1
O=C(NCc1ccc(Cl)cc1)C1CCN(S(=O)(=O)N2CCOCC2)CC1	1	1.1	-9	3	3	-16	-3	97	1	0.98
COc1ccccc1NC(=O)Cn1c(CCC(=O)O)ccc1-c1ccccc1	1.1	1	-3	-19	12	4	19	95	-6	0.93
CC(Oc1ccccc1)C(=O)NNC(=O)c1ccccn1 (stereo not drawn)	1	0.7	26	15	14	-2	-15	94	-3	0.94
CC(C)CC(=O)Nc1c2c(nn1-c1ccc(F)cc1)CSC2	1	1	-3	-35	14	2	35	98	-1	1.1
O=c1cnnc(Nc2ccc(Cl)c(C(F)(F)F)c2)[nH]1	1	1	5	6	6	-10	-6	99	4	1.4
COc1ccc(C(=O)CSc2nnc(C(CO)NC(=O)c3ccc(OC)cc3)n2C)cc1 (stereo not drawn)	1	0.9	5	13	3	12	-13	97	-3	1
Cc1ccc(CSc2ccc3nnc(-c4cccnc4)n3n2)cc1	1	0.8	19	-9	-14	0	9	99	-4	0.41
C/C(=N\NC(=O)c1cccnc1)c1ccc(-n2ccnc2)cc1	0.9	0.9	8	7	2	-1	-7	98	10	1
Cc1ccc(C(=O)Nc2cccc([N+](=O)[O-])c2)cc1S(=O)(=O)Nc1cccc(C(=O)O)c1	1	0.9	8	-15	-2	11	15	107	-2	1.1

Five of the entries above in order of the APP transl inh value, descending.
smiles	FLuc stim CS	APP 5'UTR act	TLR4-MyD88 BLA	APP transl inh	STAT1 activator	FLuc inhib CS	NF-kB neuron act
CC(C)CC(=O)Nc1c2c(nn1-c1ccc(F)cc1)CSC2	1	-35	2	35	98	-1	1.1
Cc1ccc(CSc2ccc3nnc(-c4cccnc4)n3n2)cc1	1	-9	0	9	99	-4	0.41
O=c1cnnc(Nc2ccc(Cl)c(C(F)(F)F)c2)[nH]1	1	6	-10	-6	99	4	1.4
Cc1ccc(CCNC(=O)c2nnn(-c3cccc(C)c3)c2N)cc1	1	8	0	-8	112	-3	0.94
COc1ccc(C(=O)CSc2nnc(C(CO)NC(=O)c3ccc(OC)cc3)n2C)cc1 (stereo not drawn)	1	13	12	-13	97	-3	1
